High-throughput results from PubChem BioAssay.
FUS suppressor – FUS proteinopathy suppression in yeast | Potency, µM (series often up to 76.6 µM), for the others: at the highest dose growth rescue (activation), actives largely listed as activators | actives 0.24% (n = 390,000) | S. cerevisiae FUS-expressing, growth rescue, OD600, 24 h;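 also: potency is read from the fitted curve at half-maximal effect; plate controls were DMSO vehicle for no effect and reference control for full effect; nearly all actives have a fitted effect of over 55% in size; some results filed as inactive show a strong effect at the top dose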
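Steps: raffinose overnight preculture; dilution to OD 0.005 in 2% galactose minimal medium; compound addition (concentration series); 24hr at 30C, 99% humidity; absorbance read at 600 nm.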
PTHR1 agonist – PTHR1 (human) receptor agonism | Q03431 | HEK293 GP2 PTHR1 cells, GloSensor cAMP luminescence, 1 h | Potency, µM (top dose mostly 115 µM), without a hit: at the top dose activation, actives largely listed as activators | actives 0.075% (n = 410,000); also: potency is read from the fitted curve at half-maximal effect; nearly all actives have a fitted effect of over 55% in size; some results filed as inactive show a strong effect at the top dose; inactives centre near -15; many of its hits are not listed in these tables
Target sequence (Q03431 whole entry, looked up): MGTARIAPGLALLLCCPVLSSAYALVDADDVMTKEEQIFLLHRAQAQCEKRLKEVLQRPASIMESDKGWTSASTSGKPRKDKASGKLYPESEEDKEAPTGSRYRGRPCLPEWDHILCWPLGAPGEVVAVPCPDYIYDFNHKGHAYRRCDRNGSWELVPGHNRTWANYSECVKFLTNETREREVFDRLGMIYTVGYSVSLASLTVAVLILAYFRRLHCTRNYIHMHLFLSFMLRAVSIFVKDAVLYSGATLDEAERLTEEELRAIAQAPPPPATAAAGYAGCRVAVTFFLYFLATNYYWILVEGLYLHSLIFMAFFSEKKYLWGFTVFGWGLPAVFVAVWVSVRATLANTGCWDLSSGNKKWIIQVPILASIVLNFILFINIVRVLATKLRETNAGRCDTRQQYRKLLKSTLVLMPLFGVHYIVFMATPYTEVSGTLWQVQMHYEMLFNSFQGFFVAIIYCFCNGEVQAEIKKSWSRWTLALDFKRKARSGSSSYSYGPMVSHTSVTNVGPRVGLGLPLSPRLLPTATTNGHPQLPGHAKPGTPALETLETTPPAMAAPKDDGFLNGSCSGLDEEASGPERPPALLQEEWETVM
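HEK-293-derived GP2 cells expressing PTHR1 and a GloSensor cAMP reporter, 3,000/well, plated overnight, given luciferin plus IBMX (each 0.5 mM as added) for 1 h at 37 °C, then compound for 1 h at 37 °C. Luminescence was read after 15 min at room temperature.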
GLP-1R inv ag – GLP-1 receptor (human) inverse agonism; P43220; HEK293 GLP-1R CRE-luciferase, luminescence, 24 h; GLP-1R form is constitutively active; Potency, µM (doses to about 38.3 µM), inactives show at the highest dose activity change, negative = inhibition, actives largely listed as inhibitors; actives 1.6% (n = 410,000); also: potency is read from the fitted curve at half-maximal effect; % is scaled to controls: 0 for no effect and ±100 for the full control effect; nearly all actives have a fitted effect of over 55% in size
Target sequence (P43220 whole entry, looked up): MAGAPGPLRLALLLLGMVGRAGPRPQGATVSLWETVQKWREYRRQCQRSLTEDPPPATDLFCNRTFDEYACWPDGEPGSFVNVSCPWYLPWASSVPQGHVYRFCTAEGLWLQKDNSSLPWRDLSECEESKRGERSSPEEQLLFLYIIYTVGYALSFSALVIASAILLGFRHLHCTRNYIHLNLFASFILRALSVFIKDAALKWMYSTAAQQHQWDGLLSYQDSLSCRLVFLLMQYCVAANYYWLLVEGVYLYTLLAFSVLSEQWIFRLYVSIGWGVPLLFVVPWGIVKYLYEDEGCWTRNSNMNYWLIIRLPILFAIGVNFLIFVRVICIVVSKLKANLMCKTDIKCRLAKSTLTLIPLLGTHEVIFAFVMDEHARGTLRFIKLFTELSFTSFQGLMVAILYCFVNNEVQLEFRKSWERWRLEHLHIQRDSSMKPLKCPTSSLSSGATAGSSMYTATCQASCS
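Readout was luciferase luminescence, measured 12 min after detection reagent at room temperature. Beforehand, GLP-1R reporter HEK293 cells had sat 12 h, then received compounds for 24 hr at 37 deg C.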
TDP43 rescue – rescues yeast growth from TDP-43 toxicity; TDP-43 expressing yeast growth rescue, BacTiter-Glo, 24 h; Potency, µM (top dose mostly 46.1 µM), without a hit: at the top dose growth rescue (activation), actives largely listed as activators; actives 1.8% (n = 410,000); also: potency is read from the fitted curve at half-maximal effect; % of control where 0% means no effect; nearly all actives have a fitted effect of over 50% in size
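Cell-based yeast growth screen: TDP-43 expression induced in galactose, inoculum OD600=0.02 after raffinose pregrowth to mid-log. Read-out BacTiter-Glo luminescence at 24 hr, 30 deg C; inhibition of toxicity seen as signal increase.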
HEK293 tox – cytotoxic in the GLP-1 receptor inverse agonist counter-screen; Potency, µM (titrated, usually from 38.3 µM), without a hit: top-dose activity change, negative = inhibition, hits mostly inhibitors; HEK293 cAMP-luciferase reporter cells, luminescence, 24 h; actives 0.13% (n = 410,000);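 also: loss of luciferase light is scored as toxicity; potency is read from the fitted curve at half-maximal effect; % is scaled to controls: 0 for no effect and ±100 for the full control effect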
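A 23 nL compound transfer followed 12 hours of cell culture at 37 deg C; exposure then lasted 24 hr. Luciferase assay detection reagent was dispensed and plates read for luminescence after a 12 min room-temperature wait.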
pAkt inh – blocks phosphorylation of Akt | activity change, % for hits at 50 µM | Neuro2A IGF-stimulated pAkt S473 HTRF, 20 min; hits give low values | actives 0.32% (n = 360,000); in the data active = activity change below about -80%; inconclusive = mostly about -51% to -80%; also: % is scaled to controls: 0 for no effect and ±100 for the full control effect
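Neuro2A cells (4,500/well, DMEM with 0.5% FBS) were treated with compound at a single 50 µM final concentration, stimulated with 6 nM IGF for 20 min at 37 °C, and lysed. Phospho-Akt Ser473 was read by HTRF as 665/615 ratio ×10^4.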
Abeta rescue – compounds reversing amyloid beta toxicity in yeast; yeast expressing A-beta42, growth rescue, OD600, 48 h; response scale: 0% DMSO, 100% iron-clioquinol control; actives 0.063% (n = 410,000); Potency, µM (highest dose often 46.1 µM), without a hit: at the highest dose growth rescue, hits mostly activators; AID 1347071; also: potency is read from the fitted curve at half-maximal effect; nearly all actives have a fitted effect of over 55% in size
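Yeast growth medium received pinned compounds, then yeast cells expressing toxic A-beta were added; plates incubated at 30 C for 48 hr. Growth read as absorbance at 600 nm, normalized to DMSO and equimolar FeCl3 plus clioquinol controls.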
aSyn yeast inh – rescues yeast growth from alpha-synuclein toxicity; Yeast expressing alpha-synuclein, growth rescue, BacTiter-Glo, 24 h; Potency, µM (series often up to 46.1 µM), inactives show at the top dose growth rescue (activation), usual class: activators; actives 0.14% (n = 370,000); AID 652106; also: potency is read from the fitted curve at half-maximal effect; % of control where 0% means no effect; nearly all actives have a fitted effect of over 65% in size
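Galactose-induced alpha-syn yeast (OD600=0.02, raffinose-pregrown) + pinned cpd, 24 hr, 30 deg C; growth by BacTiter-Glo luminescence. Growth restoration scores as activation.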
Mm-Cpn inhibitor – M. maripaludis TRiC chaperonin inhibition | purified Mm-Cpn ATPase, ADP Transcreener TR-FRET | Potency, µM (series often up to 76.9 µM), inactives show at the top dose activity, negative = inhibition, usual class: inhibitors | actives 0.031% (n = 330,000); also: potency is read from the fitted curve at half-maximal effect; % is scaled to controls: 0 for no effect and ±100 for the full control effect; nearly all actives have a fitted effect of over 80% in size
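TR-FRET (320 nm excitation; 590 and 665 nm emission) reports ADP made from 10 uM ATP by 25 nM enzyme; compounds were preincubated 10 min, reaction run 30 min, both at 37°C.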
* marks the source's active call; other numbers are inactive results; i = inactive; u = inconclusive; x = no result given; & = joins results of further samples; [ ] = another dose, or the depositor's remark. Unless noted, calls follow the shape of the dose curve; as a rule, active = well fitted curve in the direction sought with a large enough effect; inconclusive = small, poorly fitted or top-dose-only effect, or another doubt; inactive = no such curve, though single readings can be large; an effect the other way counts as inactive or inconclusive. Not all compounds are listed (hit frequency here may not be typical).

SMILES | FUS suppressor | PTHR1 agonist | GLP-1R inv ag | TDP43 rescue | HEK293 tox | pAkt inh | Abeta rescue | aSyn yeast inh | Mm-Cpn inhibitor
O=C(CNC(=O)c1ccccc1F)NCCOc1cccc(Cl)c1Cl | x | i | -5.7% | 12.0% | u | i | 8.7% | 9.6% | 0.8%
CCc1cccc2c(C(=O)C(F)(F)F)cn(CC(=O)NCC3CCCO3)c12 (configuration not stated) | -37.9% | i | -17.9% | 16.2% | 2.8% | i | -1.7% | -1.7% | 0.8%
CN(CC(=O)NCCN1CCOCC1)S(=O)(=O)c1ccc(Cl)cc1 | x | -5.3% | 8.2% | -5.3% | 9.6% | i | 7.5% | 0.7% | 1.2%
Cc1ccc(O)c(C=Nc2cc(C)ccc2O)c1 | x | i | 192.8%[activator] | 25.0% | -7.4% | i | -22.8% | 4.3% | 0.4%
CCc1nn(CCCC(=O)NC(C)c2ccccc2)c(=O)c2cc3occc3n12 (configuration not stated) | -5.1%&19.7% | -4.4%&-14.0% | 65.6%&37.0%[activator] | 9.6%&0.0% | 4.5%&5.3% | i | 9.8%&-8.7% | 1.8% | 2.9%
COc1cc(C(=O)N2C[C@@H]3CCC[C@H]2C3)ccc1OC1CCN(C(C)=O)CC1 | -1.0% | i | 21.8% | 12.8% | 6.0% | i | 24.2% | -0.2% | -4.2%
Cc1ccc(OCCNC(=O)Cc2ccc(S(=O)(=O)N3CCOCC3)s2)cc1 | 27.7% | -2.2% | -12.7% | 2.6% | 13.4% | i | 10.1% | 1.0% | -7.3%
CC1Cc2ccccc2N1C(=S)NC1CCCC1 (configuration not stated) | 6.6% | -22.2% | u | u | 11.0% | i | 12.6µM* | -5.6% | 0.8%
Cc1ccc(-c2nnc(SCC(=O)NCCN3C(=O)CSC3=O)n2C)cc1 | x | i | 0.3% | -10.0% | -10.9% | i | -0.8% | 1.6% | -1.8%
Cc1cc(NC(=O)CSc2ccc3nnc(-c4ccccn4)n3n2)no1 | 0.4% | i | 9.1% | 16.2% | 6.1% | i | 1.8% | -0.5% | -4.1%
COc1ccc(N2C(=O)CCC(C(=O)NCc3ccccn3)C2c2ccc(OC)c(OC)c2)cc1 (configuration not stated) | 13.8% | -23.0%[57.5 µM] | 9.6% | -12.2% | -1.8% | i | 3.4% | 0.0% | -2.6%
Cc1sc(-c2ccccn2)nc1OC(=O)c1ccc(Cl)cc1 | -8.7% | i | 0.6% | 4.4% | 10.8% | i | 7.0% | -3.2% | -2.0%
COc1cc(CNc2ncnc3c2ncn3[C@H]2CN(Cc3ccc(-c4ccccc4)cc3)C[C@@H](CO)O2)cc(OC)c1OC | u | -66.8%[inhibitor] | u | 9.0% | -7.7% | i | -12.2% | -2.6% | x
COc1ccc(CN2CCCC(C(=O)Nc3cccc(-n4cccn4)c3)C2)c(F)c1 (configuration not stated) | 21.4% | -5.2% | u | 14.1% | -26.0% | i | 13.7% | -3.9% | 1.3%
CCC(=O)Nc1ccc(C(=O)COC(=O)c2sc(C)nc2C)cc1 | 37.6% | i | -1.6% | -24.2% | 7.5% | i | -0.1% | -2.6% | -8.7%
CCS(=O)(=O)N1N=C(c2cccc(NS(C)(=O)=O)c2)CC1c1cccs1 (configuration not stated) | 16.6% | i | 14.1% | -13.7% | -8.7% | i | -14.3% | -8.4% | 0.1%
O=C1Nc2ccccc2N(O)N1c1cc(-c2cccc(Cl)c2)no1 | 27.5% | -19.8%[57.5 µM] | 74.1%[activator] | 22.7% | -2.0% | i | 6.1% | -5.5% | -14.6%
O=C(N/C(=C\c1cccc(Br)c1)C(=O)N1CCCCC1)c1ccco1 | 17.0% | i | u | -3.8% | -9.9% | i | 7.7% | 8.4% | 0.9%
Cc1noc(C)c1-c1nc(CS(=O)(=O)c2ccc(F)cc2)no1 | -3.8% | i | 18.4% | 4.3% | -0.5% | i | 4.9% | 0.4% | -6.7%
Cc1nc(C(=O)N2CCCC(N3CCN(c4ccccc4C)CC3)C2)cs1 (configuration not stated) | x | i | -17.8% | 9.7% | 4.1% | i | 7.3% | 0.3% | 0.7%
COc1ccc(S(=O)(=O)N2CCN(C(=O)c3cccs3)CC2)cc1OC | 12.6% | i | 47.3%[activator] | -4.4% | 3.2% | i | 7.1% | 2.5% | -4.2%
CN(Cc1ccccc1)C(=O)COc1cc(=O)n(C)c2ccccc12 | 17.6% | i | 18.8% | -25.1% | -15.6% | i | -13.9% | -7.5% | -0.2%
O=C(CC(=O)Nc1ccccc1C(=O)O)NNC(=O)Cc1ccccc1 | 17.0% | -8.5% | 19.3% | -2.3% | 3.6% | i | -3.6% | -2.2% | -0.4%
O=C(COC(=O)CC1CCS(=O)(=O)C1)Nc1ccc(F)cc1 (configuration not stated) | -14.1% | i | 8.4% | 4.4% | 4.8% | i | 4.9% | -12.2% | -0.3%
CC(=O)NCCc1c[nH]c2ccc(OCC(O)CNC(C)(C)C)cc12 (configuration not stated) | 20.3% | -11.0% | 17.5% | 0.0% | -5.5% | i | -9.4% | -2.9% | -0.5%

Of the compounds above, these have a furan ring, fused or not.
SMILES | FUS suppressor | PTHR1 agonist | GLP-1R inv ag | TDP43 rescue | HEK293 tox | pAkt inh | Abeta rescue | aSyn yeast inh | Mm-Cpn inhibitor
CCc1nn(CCCC(=O)NC(C)c2ccccc2)c(=O)c2cc3occc3n12 (configuration not stated) | -5.1%&19.7% | -4.4%&-14.0% | 65.6%&37.0%[activator] | 9.6%&0.0% | 4.5%&5.3% | i | 9.8%&-8.7% | 1.8% | 2.9%
O=C(N/C(=C\c1cccc(Br)c1)C(=O)N1CCCCC1)c1ccco1 | 17.0% | i | u | -3.8% | -9.9% | i | 7.7% | 8.4% | 0.9%

The listing continues.
SMILES | FUS suppressor | PTHR1 agonist | GLP-1R inv ag | TDP43 rescue | HEK293 tox | pAkt inh | Abeta rescue | aSyn yeast inh | Mm-Cpn inhibitor
CCC(C)NS(=O)(=O)c1ccc(OCC(=O)NCc2ccccn2)cc1 (configuration not stated) | 16.1% | i | -18.5% | 0.0% | -1.1% | i | -3.7% | -1.8% | 1.9%
Cc1cc(C(=O)OCC(=O)N2C(C)CCCC2C)c(C)o1 (configuration not stated) | -8.8% | i | -8.1% | -9.5% | 4.9% | i | -2.2% | -1.9% | 0.1%
Cc1nnc2n1NC(c1ccc(Cl)cc1)C(C(=O)N(C)C1CCCCC1)S2 (configuration not stated) | 14.0% | i | -4.2% | 6.7% | -0.6% | i | 16.7% | -9.2% | -0.7%
Cc1ccc(NC(=S)N(CCCN2CCCC2)Cc2cccn2Cc2ccc(Cl)cc2)cc1 | u | i | 2.24µM* | -5.7% | u | i | -9.5% | 15.7% | -1.8%
O=C(CN1C(=O)COc2ccccc21)N1CCc2ccccc21 | 29.0% | -34.4%[inhibitor] | -69.4% | 20.8% | -16.7% | -107.4%* | 9.1% | -6.1% | 0.7%
Cc1cccc(N2CCN(C(=O)CCCn3c(=O)[nH]c4ccsc4c3=O)CC2C)c1 (configuration not stated) | 22.2% | i | -19.3% | -7.3% | -8.0% | i | 4.0% | 0.7% | 3.5%
O=C(CSc1ncn[nH]1)Nc1ccc(Br)cc1F | 24.0% | i | 2.6% | 6.2% | -10.4% | i | 7.4% | -0.1% | 1.7%
O=C(Cc1ccccc1)N1CCc2[nH]nc(-c3ccccc3)c2C1 | 12.3% | -21.6% | 18.7% | 10.1% | -7.3% | i | -10.3% | -0.6% | 0.3%
CSc1cc(-c2ccncc2)nc(-c2ccc(Cl)cc2)c1 | 6.4% | -14.6% | u | 11.2µM* | 13.2% | i | 0.5% | 11.2% | 0.8%
COc1ccccc1Nc1nc(N)nc(N)c1S(=O)(=O)c1ccccc1 | 14.5% | i | u | -2.8% | 1.0% | x | -22.4% | 0.4% | x
CCOC(=O)Nc1sc2nc(C)cc(C)c2c1-n1cccc1 | 15.4% | -17.4%[57.5 µM] | u | 12.9% | -27.8% | i | -10.9% | -6.0% | 1.1%
Cc1nnc(-c2ccc(Cl)cc2)nc1NCCN(C)C | -3.9% | i | -25.8% | 0.0% | -3.0% | i | -3.6% | 3.6% | 3.0%
COc1ccc(CNC(=O)Oc2ccccc2)cc1Cl | 11.8% | -3.8%[57.5 µM] | 2.0% | 2.3% | -21.8% | i | 15.5% | -0.2% | 0.0%
CCCS(=O)(=O)N1CCC(C(=O)NCCCN(C)Cc2ccccc2)CC1 | 3.2% | i | -14.8% | -1.5% | 0.7% | i | 1.6% | -2.6% | 0.5%
CN1CCN(S(=O)(=O)c2cccc(C#N)c2)C(c2ccccc2)C1 (configuration not stated) | 3.4% | i | 4.6% | 1.5% | 4.9% | i | 0.7% | 0.8% | 1.9%
O=C(CCCCCn1c(=O)[nH]c2ccsc2c1=O)NCc1cccs1 | 21.8% | i | 0.0% | 11.4% | 10.0% | i | -2.9% | -11.6% | -0.7%
Cc1ccc(C2=N/C(=C\c3cccnc3)C(=O)O2)cc1 | x | -14.9% | 20.6% | -15.5% | -2.0% | i | 9.2% | -3.1% | 1.1%
Cc1ccoc1C(=O)Nc1ccc2ccccc2c1 | 7.3% | -94.2%[inhibitor] | u | u | -4.5% | i | -56.4%[inhibitor] | -31.2%[inhibitor] | -4.2%
COc1ccc(C)cc1NS(=O)(=O)c1ccccc1 | -16.8% | i | -0.9% | 7.2% | -2.5% | i | 14.4% | 10.8% | x
COc1ccc(C(=O)NC2CCN(C(=O)NC3CCCCC3)CC2)cc1 | -21.5% | i | 14.3% | 5.4% | -13.8% | i | 9.6% | 0.0% | 0.1%
